B2AR arrestin = qHTS assay of beta-arrestin-biased ligands of beta2-adrenergic receptor | AID 492947, 2010 | Potency, µM (top dose mostly 46.1 µM), for the others: at the highest dose activation, hits mostly activators | beta-arrestin recruitment to beta2AR, cell-based reporter | Beta-2 adrenergic receptor (Homo sapiens), P07550 | actives 0.02% (n = 330,000);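 note: potency is the fitted concentration of half-maximal effect; 0% = DMSO controls and full agonism = EC100 isoproterenol or metaproterenol; nearly all actives have a fitted effect of over 65% in size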
Coupling enz = qHTS Assay for Inhibitors of Fructose-1,6-bisphosphate Aldolase from Giardia Lamblia: Coupling assay counterscreen; coupling enzyme system counterscreen, AmpLite Red fluorescence; activity change, negative = inhibition, % at 58.2 µM, hits read low; actives 0.67% (n = 290,000); in the data active = activity change below about -30%; note: % is set by controls: 0 for no effect and ±100 for the full control effect
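Activity here indicates interference with the coupling reaction, not aldolase inhibition. Compounds at 57.5 uM final met coupling enzymes for 10 min at RT; substrate and AmpLite Red detection followed, with a 525/598 nm fluorescence read after 20 min.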
Giardia killer = Small Molecules that selectively kill Giardia lamblia: qHTS; AID 540267, 2011; Giardia lamblia trophozoite viability; activity change, % at 7.66 µM, hits read low; actives 0.15% (n = 340,000); in the data active = activity change below about -80%; inconclusive = between about -30% and that limit;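 note: parasites exposed to compound for two days anaerobically before the ATP read; % is set by controls: 0 for no effect and ±100 for the full control effect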
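Luminescent ATP signal served as the viability read-out, measured 15-30 min after adding ATP detection reagent to trophozoites that had been incubated with compounds for 48 hrs at 37 deg C anaerobically at 100 cells/well.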
a7 integrin act = qHTS for Activators of Integrin-Mediated Alleviation for Muscular Dystrophy | actives 0.064% (n = 350,000) | alpha7betagal myoblasts, beta-gal FDG fluorescence, 48 h | Potency, µM (series often up to 38.3 µM), for inactives: top-dose activation, hits mostly activators | AID 624291, 2012;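 note: potency is the fitted concentration of half-maximal effect; 100% = response of the positive control SU9516; nearly all actives have a fitted effect of over 60% in size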
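Alpha7betagal+/- myoblasts (passage 13) were plated 16-24 hr, then exposed to compounds (1:260 dilution of DMSO stock) for 48 hours at 37C. After MPER lysis, β-galactosidase reporter activity was read as FDG fluorescence (ex 480/em 540) after 30 minutes.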
GALK inh = qHTS Assay for Inhibitors of Human Galactokinase (GALK); P51570; Purified GALK, Kinase-Glo residual ATP luminescence; Potency, µM (top dose mostly 57.5 µM), for inactives: top-dose activity change, negative = inhibition, most hits filed as inhibitors; actives 0.007% (n = 270,000); AID 1868, 2009; note: potency is the fitted concentration of half-maximal effect; % is set by controls: 0 for no effect and ±100 for the full control effect
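GALK at 5 nM final was combined with compound, 35 uM ATP and 100 uM galactose in HEPES pH8.0 with MgCl2 and DTT. The reaction ran one hour at room temperature before luminescent ATP detection.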
Chronic BCR inh = qHTS Assay to Find Inhibitors of Chronic Active B-Cell Receptor Signaling; ABC-DLBCL IkBa-CBG/CBR reporter, luminescence ratio, 4 h; Potency, µM (top dose mostly 46.1 µM), inactives show at the highest dose ratio change, negative = lower green/red ratio, most hits filed as inhibitors; actives 0.05% (n = 340,000); AID 493014, 2011; active = well fitted inhibition curve with a large enough effect in the signal ratio, with a control signal flat, not every such curve was filed as active; inconclusive = small, poorly fitted or top-dose-only effect, or effect the other way, or a change in a side signal; the % refers to the signal ratio;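 note: potency is the fitted concentration of half-maximal effect; plate controls were basal doxycycline-induced cells for no effect and cells given 10 µM MG132 for full effect; MG132 reads +100%, hits lower the ratio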
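TMD8 ABC-DLBCL cells carrying doxycycline-inducible green luciferase fused to IkappaBalpha plus unfused red luciferase were exposed to compounds (up to 46 uM) for 4 hrs at 37C. Activity came from the overlap-corrected green/red luminescence ratio.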
Menin-MLL TR inh = qHTS Assay for Inhibitors Targeting the Menin-MLL Interaction in MLL Related Leukemias: Competition With Texas Red Labeled MLL-derived Mutant Peptide; AID 1768, 2009; actives 0.23% (n = 270,000); Potency, µM (doses to about 61.6 µM), for the others: at the highest dose FP activity change, negative = inhibition, usual class: inhibitors; Menin + Texas Red MLL mutant peptide, fluorescence polarization; O00255; active = well fitted inhibition curve with a large enough effect in the polarisation, with a control signal flat, not every such curve was filed as active; inconclusive = small, poorly fitted or top-dose-only effect, or effect the other way, or a change in a side signal; inactive = no such curve, though single readings can be large or run the other way; the % refers to the polarisation; note: potency is the fitted concentration of half-maximal effect; % of control where 0% means no effect; many of its hits are not listed in these tables
PKM2 act = qHTS Assay for Activators of Human Muscle isoform 2 Pyruvate Kinase | purified PKM2, Kinase-Glo ATP luminescence, activation; response scale: 0% is enzyme alone, no compound | Potency, µM (titrated, usually from 57.5 µM), inactives show at the highest dose activation, actives largely listed as activators | actives 0.34% (n = 260,000) | Pyruvate kinase PKM (Homo sapiens), P14618; note: potency is the fitted concentration of half-maximal effect; % is set by controls: 0 for no effect and ±100 for the full control effect; nearly all actives have a fitted effect of over 55% in size
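Purified hPK-M2 (>95% pure) converted ADP (0.1 mM final) to ATP with 0.5 mM PEP in 50 mM imidazole pH7.2, KCl, MgCl2, Tween 20, BSA; 1 h at room temperature. ATP detected by Kinase-Glo luminescence.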
Tb PFK inh = qHTS Assay to Find Inhibitors of T. brucei phosphofructokinase | ATP-dependent 6-phosphofructokinase (Trypanosoma brucei brucei), O15648 | T. brucei PFK, ADP-Glo luminescence | Potency, µM (doses to about 57.5 µM), without a hit: at the highest dose activity, negative = inhibition, actives largely listed as inhibitors | actives 0.17% (n = 330,000);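 note: potency is the fitted concentration of half-maximal effect; 0% = uninhibited 1x PFK enzyme wells and -100% = no-enzyme wells; nearly all actives have a fitted effect of over 60% in size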
Target sequence (O15648 whole entry, looked up): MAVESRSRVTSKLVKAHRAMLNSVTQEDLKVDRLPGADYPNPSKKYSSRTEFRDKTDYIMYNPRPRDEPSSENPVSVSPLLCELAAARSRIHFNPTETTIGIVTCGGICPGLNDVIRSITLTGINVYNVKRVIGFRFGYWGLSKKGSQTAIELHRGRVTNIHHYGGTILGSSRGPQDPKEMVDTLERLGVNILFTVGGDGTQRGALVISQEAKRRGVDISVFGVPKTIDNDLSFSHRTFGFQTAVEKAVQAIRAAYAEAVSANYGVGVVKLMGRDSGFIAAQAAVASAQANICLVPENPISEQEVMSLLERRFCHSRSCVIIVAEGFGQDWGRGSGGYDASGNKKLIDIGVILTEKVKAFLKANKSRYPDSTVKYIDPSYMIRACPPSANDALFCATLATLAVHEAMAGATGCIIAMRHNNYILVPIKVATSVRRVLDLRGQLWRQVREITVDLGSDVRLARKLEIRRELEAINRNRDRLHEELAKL
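PFK 1.25 nM, F6P 0.5 mM, ATP 0.1 mM, 0.1 M TEA pH 8.0, 5 mM MgCl2, 0.01% Tween20, 0.1% BSA; 45 min RT. ADP-Glo readout. qHTS titration up to 57 uM; curves fitted, compounds curve-classed.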
ASM inhibitor = Inhibitors of Secretory Acid Sphingomyelinase (S-ASM): qHTS; placental ASM, HMU-PC fluorogenic substrate, 60 min; Potency, µM (titrated, usually from 57.5 µM), for inactives: at the highest dose activity change, negative = inhibition, most hits filed as inhibitors; actives 0.006% (n = 340,000); AID 504937, 2011; note: potency is the fitted concentration of half-maximal effect
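Fluorescence read-out (Ex 386 nm, Em 447 nm) after stopping the reaction at pH 10. Enzyme: ASM from human placenta; substrate HMU-PC0, 9 uM final; 60 min, 37 °C. Compound preincubation 10 min, ambient temperature.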
TSG101-PTAP inh = qHTS Assay for Iinhibitors of HIV-1 Budding by Blocking the Interaction of PTAP/TSG101; Tumor susceptibility gene 101 protein (Homo sapiens), Q99816; 340,000 tested, under 10 active; Fluorescence polarization, FITC-PTAP peptide / Tsg101 binding; Potency, µM (titrated, usually from 115 µM), inactives show top-dose activity change, negative = inhibition, most hits filed as inhibitors; AID 493005, 2010; active = well fitted inhibition curve with a large enough effect in the main read-out, with a control signal flat, not every such curve was filed as active; inconclusive = small, poorly fitted or top-dose-only effect, or effect the other way, or a change in a side signal; inactive = no such curve, though single readings can be large or run the other way; note: potency is the fitted concentration of half-maximal effect; % of control where 0% means no effect
Target sequence (Q99816 whole entry, looked up): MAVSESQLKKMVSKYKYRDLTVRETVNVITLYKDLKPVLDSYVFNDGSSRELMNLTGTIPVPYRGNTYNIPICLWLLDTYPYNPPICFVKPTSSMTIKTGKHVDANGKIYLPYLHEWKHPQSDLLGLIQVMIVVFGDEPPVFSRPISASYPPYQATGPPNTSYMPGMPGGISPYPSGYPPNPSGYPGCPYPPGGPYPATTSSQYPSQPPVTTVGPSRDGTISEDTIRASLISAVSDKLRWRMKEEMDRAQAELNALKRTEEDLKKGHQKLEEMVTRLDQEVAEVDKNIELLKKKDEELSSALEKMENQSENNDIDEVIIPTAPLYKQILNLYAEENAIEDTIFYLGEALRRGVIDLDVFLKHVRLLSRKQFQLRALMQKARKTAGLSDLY
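Compounds were pin-transferred onto Tsg101 binding domain (10 uM final) in HEPES pH 7.5 buffer, then FITC-PTAP peptide was added at 50 nM final. After 20 min at RT, polarization reported peptide displacement across a qHTS concentration series.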
* hit, by the source's call; u = inconclusive; x = no result given; [ ] = dose if it differs, or a comment. Unless noted, calls come from the whole dose curve; as a rule, active = well fitted curve in the direction sought with a large enough effect; inconclusive = small, poorly fitted or top-dose-only effect, or another doubt; inactive = no such curve, though single readings can be large; an effect the other way counts as inactive or inconclusive. This is a subset; the hit share may differ from the screen's.

Below each SMILES: B2AR arrestin	Coupling enz	Giardia killer	a7 integrin act	GALK inh	Chronic BCR inh	Menin-MLL TR inh	PKM2 act	Tb PFK inh	ASM inhibitor	TSG101-PTAP inh
1. O=C(Oc1oc(-c2ccco2)nc1C=Nc1ccccc1)c1ccoc1
 : -0.3%	-3.4	-12.9	6.5%	9.6%	u	2.7%	3.9%	4.5%	1.2%	-5.7%
2. CCN(CC)CCC#CC1(O)c2ccccc2-c2ccccc21
 : 0.5%	-0.4	-4.6	-11.7%	4.0%	0.3%	-2.9%	-9.1%	3.7%	1.7%	0.6%
3. O=C(C1CCN(S(=O)(=O)c2ccccc2[N+](=O)[O-])CC1)N1CCOCC1
 : -0.2%	1.1	-10.4	-1.7%	0.2%	0.6%	-11.2%	-0.4%	0.1%	5.7%	-3.4%
4. O=C(Cn1nc(C(=O)O)c2ccccc2c1=O)Nc1cccc(S(=O)(=O)N2CCCC2)c1
 : -0.4%	x	0.7	-3.1%	x	-2.0%	x	x	-1.1%	-8.5%	-0.6%
5. COc1ccccc1-c1cc(C(F)(F)F)nc(S(=O)(=O)CCCC(=O)O)n1
 : 4.5%	5.0	-8.1	-15.2%	0.2%	u	15.6%	6.2%	-10.2%	5.1%	-6.3%
6. FC(F)(F)c1ccnc(NCc2ccc(Cl)cc2)n1
 : -0.7%	0.2	-2.5	u	6.0%	1.2%	8.0%	x	-10.3%	-5.9%	0.3%
7. O=C(O)c1cc(-c2ccc(/C=C3\NC(=O)N(c4ccc(Cl)cc4)C3=O)o2)ccc1Cl
 : 0.1%	-0.1	1.8	-2.6%	0.6%	-16.1%	12.6%	4.0%	-2.7%	36.4%	-4.5%
8. Cc1oc2cc(Br)c(O)c(Br)c2c1-c1ccccc1
 : -0.4%	0.0	2.7	-16.8%	-3.2%	u	37.4%[activator]	x	-2.9%	-4.7%	-2.9%
9. CC1C(C#N)=C(N)OC2=C1C(=O)CCC2 (stereo unspecified)
 : -0.5%	-0.8	-16.8	-0.9%	3.8%	3.6%	0.8%	-2.3%	-7.8%	10.1%	-7.0%
10. O=C(N/N=C\c1ccc([N+](=O)[O-])o1)c1cncc(Br)c1
 : 0.0%	0.2	u	-36.1%	5.6%	u	x	-4.0%	0.6%	-1.7%	-0.4%
11. O=c1cnc2ccccc2n1Cc1ccccc1C(F)(F)F
 : -0.3%	1.2	-2.5	-16.6%	15.3%	-4.3%	10.8%	0.5%	-1.5%	2.0%	-1.0%
12. CCCCNC(=O)CC(=O)Nc1ccccc1C(=O)O
 : 0.3%	4.0	-8.7	5.6%	-0.4%	1.9%	7.3%	-2.2%	-1.2%	0.6%	-2.4%
13. N#CCCn1c(=O)n(CCC#N)c2ccccc21
 : 0.0%	0.7	-10.2	-4.8%	4.9%	-0.9%	13.0%	1.3%	3.8%	-5.8%	-9.5%
14. Cc1ccc(-n2[nH]c(C)c(/C=N/Nc3ccc([N+](=O)[O-])cc3[N+](=O)[O-])c2=O)cc1C
 : -0.1%	13.0	-1.6	16.0%	1.3%	4.9%	u	-32.9%	-0.8%	-1.7%	-5.4%
15. O=C(CCCCCn1nnc2ccccc2c1=O)Nc1ccccc1Cl
 : -1.0%	-1.8	-10.5	-11.1%	4.3%	-0.6%	6.5%	x	-0.9%	4.9%	1.7%
16. O=C(O)c1cc2c(ccc3ccccc32)oc1=O
 : 2.5%	5.1	x	x	-0.3%	16.4%	-4.1%	-0.7%	4.3%	x	x
17. CCOC(=O)C1=C(C)N(C[C@@H]2CC[C@@H](Cc3ccc(-c4ccccc4)cc3)O2)C(=O)NC1C1CC1 (stereo partly specified)
 : 0.0%	x	7.9	-7.8%	x	2.6%	x	x	-2.9%	-2.0%	-5.4%
18. COc1ccc(CN2CCN(C(=O)c3c(-c4ccccc4)noc3C)CC2)cc1F
 : 0.5%	x	-8.8	-8.6%	x	-1.7%	x	x	-5.3%	0.1%	-3.4%
19. CCCC(=O)N1CC2(CCC)CN(C(=O)CCC)CC(CCC)(C1)C2=O
 : 0.2%	0.0	17.8	7.0%	-0.8%	11.3%	-1.7%	-0.1%	-5.3%	-1.6%	0.5%
20. COCCn1c(SCC#N)nnc1-c1ccc(OC)cc1
 : -0.7%	0.9	-7.4	-6.8%	-1.8%	-4.1%	0.3%	-1.2%	2.0%	3.6%	3.7%

Below each SMILES: B2AR arrestin	Coupling enz	Giardia killer	a7 integrin act	GALK inh	Chronic BCR inh	Menin-MLL TR inh	PKM2 act	Tb PFK inh	ASM inhibitor	TSG101-PTAP inh
21. Cc1ccccc1C(=O)NC(=S)Nc1ccc(S(=O)(=O)N2CCOCC2)cc1
 : -0.4%	4.2	3.7	3.1%	-0.2%	u	2.6%	-23.4%	6.2%	0.6%	-2.6%
22. O=C(COC(=O)COc1ccc(Br)cc1)NC1CCCCCC1
 : 0.4%	x	-20.9	-18.1%	x	2.8%	x	x	-5.9%	-0.1%	-1.2%
23. O=C1C2C3C=CC(CNS(=O)(=O)c4ccccc4)(O3)C2C(=O)N1c1ccc(Cl)cc1 (stereo unspecified)
 : -0.2%	3.5	1.8	-7.8%	x	u	1.3%	u	-16.1%	1.5%	0.2%
24. CC(C)n1cnc2c(Nc3cccc(Cl)c3)nc(N(CCO)CCCO)nc21
 : -0.7%	4.7	2.0	-32.8%	-1.4%	u	x	-1.1%	3.5%	-1.5%	-2.7%
25. CC(=O)N1CCCc2cc(S(=O)(=O)NCCC3=CCCCC3)ccc21
 : -0.3%	2.2	-2.4	-59.4%[inhibitor]	1.1%	2.6%	7.4%	-11.6%	-0.2%	-2.5%	-2.5%
26. CC(C)c1nc(CNC(=O)C2CCC(=O)N(CCc3ccc(Cl)cc3)C2)no1 (stereo unspecified)
 : 4.9%	4.1	-5.0	3.3%	2.4%	0.6%	-10.7%	1.1%	0.0%	-2.3%	0.4%
27. O=C(Cc1ccc(-n2c(=O)c3sccc3n(CC(=O)Nc3ccccc3F)c2=O)cc1)NCc1ccco1
 : 0.1%	4.1	-24.6	15.4%	15.1%	-1.2%	4.9%	7.9%	1.9%	-5.6%	-1.8%
28. CCOC(=O)C1(CC)NC(c2ccc(N(C)C)cc2)C2C(=O)N(C)C(=O)C21 (stereo unspecified)
 : 0.3%	1.5	6.3	4.8%	5.3%	0.2%	0.4%	-5.1%	1.7%	3.7%	-5.5%
29. O=S(=O)(c1ccc(-c2n[nH]c(=S)o2)cc1)N1CCCC1
 : -0.4%	16.3	u	-17.7%	4.1%	4.0%	x	x	-0.7%	4.1%	-1.4%
30. CC(NC(=O)c1cc(S(=O)(=O)N(C)C)ccc1Cl)C1CC2CCC1C2 (stereo unspecified)
 : -0.2%	-2.5	30.2[activator]	28.7%	19.8%	-0.5%	-19.1%	-2.9%	1.9%	0.1%	-3.1%
31. Cn1cc(S(=O)(=O)NCc2ccco2)c(=O)n(C)c1=O
 : -0.4%	2.3	-25.8	-3.6%	1.0%	-8.7%	-1.1%	-2.6%	-0.1%	4.5%	-4.0%
32. O=C(NC1CC1)c1sccc1-n1cccc1
 : 0.1%	0.3	2.9	-8.7%	-0.8%	-0.7%	-4.4%	2.0%	-2.3%	-2.7%	-2.9%
33. O=S1(=O)N=C(N2CCCc3ccccc32)c2ccccc21
 : -0.6%	0.1	-2.7	14.4%	3.3%	12.4%	6.4%	-10.9%	-2.5%	0.7%	-4.6%
34. CC(C)C(=O)NC(NC1CCS(=O)(=O)C1)C(Cl)(Cl)Cl (stereo unspecified)
 : -0.3%	0.2	4.2	22.3%	0.5%	-0.5%	-2.2%	-2.2%	-4.8%	-1.3%	2.5%

From PubChem
